Compound activity (PubChem BioAssay)
KB-V1 cytotox: kills drug-selected multidrug resistant KB-V1 cells | KB-V1 MDR cells viability, CellTiter-Glo, 72 h | hit rate 3.4% among 400,000 | Potency, µM (top dose mostly 46.1 µM), inactives show top-dose activity change, negative = cytotoxicity, actives largely listed as cytotoxic; further: potency means the concentration at half of the fitted maximal effect; on the % scale 0 is the no-effect control and ±100 the full control effect; nearly all actives have a fitted effect of over 60% in size
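Luminescent ATP read-out (CellTiter-Glo, 10 min) measures survival of drug-selected KB-V1 MDR cells after 72 h, 37 degrees C compound exposure. Medium: phenol-red-free DMEM, 10% FBS. Values from fitted concentration-response curves.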
KB-3-1 cytotox: kills parental KB-3-1 adenocarcinoma cells | KB-3-1 viability, CellTiter-Glo ATP luminescence, 72 h | Potency, µM (series often up to 46.1 µM), inactives show at the top dose activity change, negative = cytotoxic, usual class: cytotoxic | hit rate 1.4% among 400,000; further: potency means the concentration at half of the fitted maximal effect; on the % scale 0 is the no-effect control and ±100 the full control effect; nearly all actives have a fitted effect of over 60% in size
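KB-3-1 cells, DMEM (no phenol red) + 10% FBS; compound by pin transfer, 72 h, 37 °C. Readout: CellTiter-Glo luminescence after 10 min. Data normalized, curve-fitted.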
IL-1B inflam inh: inhibitors of inflammasome signaling (IL-1 beta secretion); activity change, % at 57.5 µM; THP-1 LPS/ATP IL-1B secretion, AlphaLISA, 16 h; active compounds read low; hit rate 4.7% among 360,000; in the data active means activity change below about -50%; inconclusive means mostly about -30% to -49%; further: on the % scale 0 is the no-effect control and ±100 the full control effect
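THP-1 cells pretreated 1 hr with compounds (up to 57.5 uM final), then stimulated with LPS (250 ng/mL final) plus ATP (1.25 mM final); secreted IL-1B measured by AlphaLISA after 16 hr, decreased signal indicating inhibition.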
HT1080NT lethal: kills 2HG-producing HT-1080-NT fibrosarcoma cells. HT-1080-NT fibrosarcoma viability, CellTiter-Glo ATP luminescence, 48 h. Potency, µM (titrated, usually from 46.1 µM), for inactives: top-dose activity, negative = less viability, actives largely listed as cytotoxic. hit rate 1.6% among 360,000;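 further: NT is the 2HG producing partner of a matched IDH1 knockdown line; potency means the concentration at half of the fitted maximal effect; 0% = DMSO-treated cells and -100% = media-only wells without cells; nearly all actives have a fitted effect of over 55% in size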
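HT-1080-NT fibrosarcoma cells (2HG-overproducing), 750 cells/well in RPMI with 5% FBS, dosed after 2 h and incubated 48 h at 37C. CellTiter-Glo luminescence normalized to DMSO and no-cell wells; concentration-response curves fitted and classed.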
WRN helicase inh: blocks human WRN helicase | Q14191 | WRN helicase unwinding, fluorescent forked duplex, kinetic | Potency, µM (highest dose often 114 µM), without a hit: top-dose activity change, negative = inhibition, actives largely listed as inhibitors | hit rate 0.46% among 360,000 | AID 651768; further: potency means the concentration at half of the fitted maximal effect; on the % scale 0 is the no-effect control and ±100 the full control effect; nearly all actives have a fitted effect of over 55% in size
Target sequence (Q14191 whole entry, looked up): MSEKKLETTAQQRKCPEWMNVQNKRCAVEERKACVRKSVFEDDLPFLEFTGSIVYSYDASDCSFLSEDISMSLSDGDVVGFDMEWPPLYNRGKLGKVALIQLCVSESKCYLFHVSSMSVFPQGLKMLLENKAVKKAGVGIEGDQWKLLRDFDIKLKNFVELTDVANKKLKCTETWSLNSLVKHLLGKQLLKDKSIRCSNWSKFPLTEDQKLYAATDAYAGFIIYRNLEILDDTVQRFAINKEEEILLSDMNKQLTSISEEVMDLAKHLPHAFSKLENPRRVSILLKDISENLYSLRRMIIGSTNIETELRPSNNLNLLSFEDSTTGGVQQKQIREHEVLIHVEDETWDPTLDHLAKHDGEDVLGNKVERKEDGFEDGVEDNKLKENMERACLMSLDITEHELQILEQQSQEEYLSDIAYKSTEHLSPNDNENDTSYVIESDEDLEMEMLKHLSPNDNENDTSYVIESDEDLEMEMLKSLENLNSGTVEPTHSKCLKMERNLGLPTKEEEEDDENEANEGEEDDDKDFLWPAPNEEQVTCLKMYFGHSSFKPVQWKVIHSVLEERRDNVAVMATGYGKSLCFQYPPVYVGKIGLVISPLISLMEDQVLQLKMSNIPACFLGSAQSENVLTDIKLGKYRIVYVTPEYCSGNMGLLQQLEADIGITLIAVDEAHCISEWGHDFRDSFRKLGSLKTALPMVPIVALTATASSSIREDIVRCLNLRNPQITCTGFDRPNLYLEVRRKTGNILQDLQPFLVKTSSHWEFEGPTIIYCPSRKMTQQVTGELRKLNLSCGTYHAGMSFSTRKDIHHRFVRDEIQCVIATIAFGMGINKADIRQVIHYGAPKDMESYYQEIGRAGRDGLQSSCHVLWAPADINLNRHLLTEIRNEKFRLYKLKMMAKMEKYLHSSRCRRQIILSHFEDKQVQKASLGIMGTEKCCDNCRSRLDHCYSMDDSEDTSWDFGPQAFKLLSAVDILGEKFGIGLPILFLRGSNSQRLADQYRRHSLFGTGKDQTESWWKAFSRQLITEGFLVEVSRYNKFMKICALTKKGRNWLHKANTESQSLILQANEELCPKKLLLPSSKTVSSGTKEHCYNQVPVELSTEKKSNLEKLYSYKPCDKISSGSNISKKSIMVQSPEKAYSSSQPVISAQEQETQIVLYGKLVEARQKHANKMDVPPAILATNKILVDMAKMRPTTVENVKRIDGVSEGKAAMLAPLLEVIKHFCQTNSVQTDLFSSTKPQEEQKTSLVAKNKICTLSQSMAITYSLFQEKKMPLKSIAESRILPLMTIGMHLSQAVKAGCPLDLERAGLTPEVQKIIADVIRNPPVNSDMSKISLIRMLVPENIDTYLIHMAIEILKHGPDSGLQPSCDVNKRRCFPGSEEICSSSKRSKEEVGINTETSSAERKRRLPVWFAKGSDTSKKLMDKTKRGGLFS
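WRN at 20 nM final was preincubated with compound for 15 min at room temperature; reaction started with 100 nM forked duplex oligonucleotide carrying fluorophore and quencher plus 2 mM ATP (final). Unwinding followed kinetically by red fluorescence (ex 525/em 598 nm).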
MCF10A rerep: inducers of DNA re-replication in MCF 10A breast cells; hit rate 2.9% among 350,000; MCF 10A DNA re-replication, Hoechst nuclear intensity, 48 h; AID 624296; Potency, µM (top dose mostly 46.1 µM), without a hit: top-dose activity, positive = re-replication, hits mostly activators; further: potency means the concentration at half of the fitted maximal effect; % of control where 0% means no effect; nearly all actives have a fitted effect of over 50% in size
HT1080 IDH1KD tx: toxicity to HT-1080 IDH1 knockdown cells (counter line). HT-1080 IDH1 knockdown viability, ATP luminescence, 48 h. Potency, µM (top dose mostly 46.1 µM), inactives show top-dose activity, negative = toxicity, hits mostly cytotoxic. hit rate 2% among 360,000;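 further: potency means the concentration at half of the fitted maximal effect; 0% = DMSO wells and -100% = cell-free medium wells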
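CellTiter-Glo luminescence after 48 h compound exposure at 37 degrees C of IDH1-knockdown HT-1080 cells in 5% FBS RPMI. %Activity scaled between DMSO wells and cell-free media wells, with curves fitted and assigned curve classes.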
SW480 rerep: DNA re-replication induction in SW480 cells | Potency, µM (highest dose often 46.1 µM), without a hit: at the highest dose re-replication activation, most hits filed as activators | SW480 DNA re-replication, Hoechst DNA content imaging, 48 h | hit rate 1.8% among 340,000; further: potency means the concentration at half of the fitted maximal effect; % of control where 0% means no effect; nearly all actives have a fitted effect of over 55% in size
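Image-based DNA-content assay: after two days of treatment, nuclei were labelled with the DNA dye Hoechst and imaged, and hits were compounds raising the count of nuclei showing high fluorescence intensity.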
ATXN2 expr inh: reduces ATXN2 reporter expression in HEK-293 cells; HEK-293 ATXN2-luciferase reporter, luminescence, 24 h; Potency, µM (doses to about 57 µM), without a hit: at the top dose activity change, negative = inhibition, actives largely listed as inhibitors; hit rate 0.72% among 360,000; further: potency means the concentration at half of the fitted maximal effect; on the % scale 0 is the no-effect control and ±100 the full control effect; nearly all actives have a fitted effect of over 55% in size
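qHTS (up to 57 uM final) was run with 24 h compound exposure of reporter cells at 37 °C. Each well was multiplexed: SteadyGlo luminescence measured ATXN2-luciferase expression after a fluorogenic Gly-Phe-AFC viability readout (25 uM final).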
An asterisk follows results filed as active; u = inconclusive; x = no result given; & = joins results of further samples; [ ] = dose if it differs, or a comment. Unless noted, the call rests on the fitted dose curve; in most records, active means well fitted curve in the direction sought with a large enough effect; inconclusive means small, poorly fitted or top-dose-only effect, or another doubt; inactive means no such curve, though single readings can be large; an effect the other way counts as inactive or inconclusive.

SMILES	KB-V1 cytotox	KB-3-1 cytotox	IL-1B inflam inh	HT1080NT lethal	WRN helicase inh	MCF10A rerep	HT1080 IDH1KD tx	SW480 rerep	ATXN2 expr inh
O=C1NC(C(=O)O)=CC(c2ccc([N+](=O)[O-])cc2)N1 (stereo not drawn)	-11%	1%	0	0%	3%	-5%	3%	-7%	x
CC(=O)c1ccc(C(=O)NC2CCCN(Cc3ccccc3F)C2)cc1 (stereo not drawn)	-2%	5%	2	3%	-5%	3%	4%	3%	x
CC(C)[C@H]1COCCS(=O)(=O)N1Cc1ccccc1F	-2%	-14%	0	-1%	-9%	-1%	0%	-20%	-5%
CCc1ccc(N2CSC3=C(C#N)C(c4cccs4)CC(=O)N3C2)cc1 (stereo not drawn)	-6%	0%	-2	2%	-1%[11.6 µM]	-178%[0.0737 µM]	6%	-6%	22%
CCOc1cccc(NC(=O)/C(C#N)=C\c2cccnc2)c1	-11%	0%	-5	1%	-3%	17%	0%	0%	x
O=Cc1ccc(-c2ccccc2OC(F)(F)F)o1	u	0%	0	-1%	-14%	2%	4%	-3%	-3%
COc1ccc(C(=O)C2CCCN(Cc3cccn3-c3ccc(Cl)cn3)C2)c(OC)c1 (stereo not drawn)	12µM*	u	x	16µM*	-15%[57.1 µM]	19%	18µM*	17%	-23%[11.3 µM]
Cc1nc2ccc(S(=O)(=O)NC(C(=O)NCc3ccco3)C(C)C)cc2s1 (stereo not drawn)	-25%	-8%	-8	-2%	5%	u	1%	-14%	-2%
CO/N=C(/CNC(=O)c1ccccc1Cl)c1ccc(Cl)cc1	23µM*	-10%	-8	0%	10%	-2%	-14%	-73%[inhibitor]	14%
COc1cccc(/C=C/C2=CC(C)(C)NC(=S)N2)c1	-15%	-10%	-7	-4%	-4%	u	u	-148%[inhibitor]	4%
CC/C(=N\NC(=O)c1cc(C2CC2)[nH]n1)c1ccccc1	u	-1%	4	1%	9%	-2%	0%	-8%	x
COc1ccc(S(=O)(=O)NCc2ccncc2)cc1NC(=O)c1ccccc1F	0%	-1%	0	-14%	12%	-5%	-11%	-17%	-14%
COc1ccc(CCCNC(=O)C2CCC(=O)N(CCc3cccc(F)c3)C2)cc1 (stereo not drawn)	u	0%	1	1%	0%	3%	-1%	0%	5%
CCc1nnc(NC(=O)CSc2nnc3scc(-c4ccc(C)cc4)n23)s1	22%	3%	-4	6%	-9%	-19%	0%	2%	-13%
Cc1cc2n(n1)SC(Nc1cc(Cl)ccc1Cl)N2 (stereo not drawn)	-9%	u	u	-15%	-3%	6%	-19%	u	24%
CCc1ccc(OCC(=O)Nc2nnc(C3CCCC3)s2)cc1	23%	12%	0	10%	-4%	0%	5%	-9%	4%
Cn1cnc([N+](=O)[O-])c1S(=O)(=O)c1ccc(Cl)cc1	4%	7%	-138*	9.2µM*	u	9.2µM*	6.5µM*	u	u
COc1ccc(OC)c(Nc2nc(-c3sc(NC(=O)CC(C)C)nc3C)cs2)c1	-17%	u	2	-16%	2%	3%	u	u	-5%
Cc1occc1C(=O)n1nnc2ccccc21	3%	-4%	-9	-4%	12%	u	0%	6%	-2%
CCN(Cc1ccccc1)Cc1nnnn1Cc1ccccc1	-12%	2%	-19	1%	5%	-2%	1%	-5%	x
COc1ccc(/C(N)=N/OC(=O)Cc2ccc(C)cc2)cc1OC	-3%	-1%	12	0%	-9%	u	0%	2.9µM*	x
CC(C(=O)NC1CCCc2ccccc21)N1CCN(Cc2ccc3c(c2)OCO3)CC1 (stereo not drawn)	-1%	-3%	3	-2%	11%	u	3%	-3%	-13%
C=CCOc1cccc(C2/C(=C(\O)c3ccc4c(c3)OCCO4)C(=O)C(=O)N2Cc2cccnc2)c1 (stereo not drawn)	0%	20%	23	4%	-11%	-7%	0%	-7%	5%
COc1ccc2cc(C(=O)N3CCN(Cc4ccc5c(c4)OCO5)CC3)[nH]c2c1	0%	0%	-26	u	6%	0%	-21%	33%	-26%
Cc1noc(C)c1C(=O)OCC(=O)NCCC1=CCCCC1	-2%	6%	16	0%	13%	8%	3%	-5%	0%

Part of the list above, with two lines to a compound:
Every second line gives: KB-V1 cytotox, KB-3-1 cytotox, IL-1B inflam inh, HT1080NT lethal, WRN helicase inh, MCF10A rerep, HT1080 IDH1KD tx, SW480 rerep, ATXN2 expr inh
> COc1ccc(C(=O)C2CCCN(Cc3cccn3-c3ccc(Cl)cn3)C2)c(OC)c1 (stereo not drawn)
 : 12µM*, u, x, 16µM*, -15%[57.1 µM], 19%, 18µM*, 17%, -23%[11.3 µM]
> Cc1nc2ccc(S(=O)(=O)NC(C(=O)NCc3ccco3)C(C)C)cc2s1 (stereo not drawn)
 : -25%, -8%, -8, -2%, 5%, u, 1%, -14%, -2%
> CO/N=C(/CNC(=O)c1ccccc1Cl)c1ccc(Cl)cc1
 : 23µM*, -10%, -8, 0%, 10%, -2%, -14%, -73%[inhibitor], 14%
> COc1cccc(/C=C/C2=CC(C)(C)NC(=S)N2)c1
 : -15%, -10%, -7, -4%, -4%, u, u, -148%[inhibitor], 4%
> CC/C(=N\NC(=O)c1cc(C2CC2)[nH]n1)c1ccccc1
 : u, -1%, 4, 1%, 9%, -2%, 0%, -8%, x

The list continues:
SMILES	KB-V1 cytotox	KB-3-1 cytotox	IL-1B inflam inh	HT1080NT lethal	WRN helicase inh	MCF10A rerep	HT1080 IDH1KD tx	SW480 rerep	ATXN2 expr inh
COC(=O)c1ccc(C2C(C(C)=O)=C(O)C(=O)N2CCO)cc1 (stereo not drawn)	8%	0%	-3	0%	-4%	-12%	-1%	-2%	8%
CCC(C)c1ccc(NC(=O)c2c([N+](=O)[O-])cnn2CC)cc1 (stereo not drawn)	0%	-6%	-8	-16%	-4%	10%	-25%	-6%	10%
CN(C)S(=O)(=O)Oc1ccsc1C(=O)Nc1cccc(Cl)c1	21µM*	u	-20	-6%	-8%	10%	0%	-12%	u
Cc1ccc(NC(=O)C(C)c2ccc(-c3ccccc3)c(F)c2)cc1 (stereo not drawn)	-27%	u	-9	16µM*	-9%	7%	13µM*	-9%[9.22 µM]	-26%
Cc1ccnc(N2CCC(C(=O)NCc3ccc(F)cc3)CC2)n1	-19%	0%	14	-14%	-1%	0%	1%	-48%[inhibitor]	-16%
NS(=O)(=O)c1ccc(Nc2nc(-c3ccccc3)cs2)cc1	u	u	u	u	-18%	u	u	20%	37%
CCn1cc(Br)c(C(=O)NCc2ccco2)n1	2%	6%	1	-2%	-4%	29%	8%	-4%	-6%
Cn1c(N)c(C(=O)COc2ccc(Cl)cc2Cl)c(=O)n(C)c1=O	7%	19%	-10	-3%	-9%	12%	-2%	-1%	-10%
CN(C)CCC=C1c2ccccc2C=Cc2ccccc21	u	-2%	u	u	2%	1%&-2%	u	u	u
O=C(CSc1n[nH]c(=O)n1C1CC1)NCc1ccccc1Cl	20%	-2%	2	1%	9%	u	0%	-20%	-16%
CCOC(=O)N1CCN(C(=O)COCc2cc(-c3ccc4c(c3)OCO4)on2)CC1	-24%	-10%	1	-8%	6%	0%	-17%	-7%	-5%
CCCN1CCC(N2CCCC(C(=O)O)C2)CC1 (stereo not drawn)	-4%	-4%	25	12%	-2%	-23%	3%	0%	-18%
Cn1c(N)c(S(=O)(=O)N2CCN(c3cccc(Cl)c3)CC2)c(=O)n(C)c1=O	0%	11%	36	-14%	2%	2%	-3%	u	-8%
CC(C)(CC(=O)O)CC(=O)Nc1ccccc1Oc1ccccc1	-1%	-1%	-12	21%	4%	5%	11%	-8%	-13%
Cc1ccc(C(=O)N/C(=C\c2ccco2)C(=O)N2CC(C)OC(C)C2)cc1C (stereo not drawn)	-14%	8%	-19	5%	18%	-5%	2%	6%	4%
Oc1ccccc1-c1cc(C(F)(F)F)nc(-c2ccccc2)n1	8%	7%	31	6%	4%	u	2%	16%	-1%
O=C(/C=C/c1ccccc1)n1cnnc1SC/C=C/c1ccccc1	-8%	-5%	-6	1%	-4%	27%	13%	-3%	14%
O=C(c1ccccc1)n1ccc2ccccc21	10%	-3%	17	2%	-8%	-2%	9%	1%	18%
COc1ccc(OCC(=O)Nc2ccc(S(=O)(=O)N3CCOCC3)cc2)cc1	5%	21%	-7	13%	2%[57.1 µM]	0%	0%	-1%	-2%

A portion taken from the entries so far:
SMILES	KB-V1 cytotox	KB-3-1 cytotox	IL-1B inflam inh	HT1080NT lethal	WRN helicase inh	MCF10A rerep	HT1080 IDH1KD tx	SW480 rerep	ATXN2 expr inh
O=C1NC(C(=O)O)=CC(c2ccc([N+](=O)[O-])cc2)N1 (stereo not drawn)	-11%	1%	0	0%	3%	-5%	3%	-7%	x
CC(=O)c1ccc(C(=O)NC2CCCN(Cc3ccccc3F)C2)cc1 (stereo not drawn)	-2%	5%	2	3%	-5%	3%	4%	3%	x
CC(C)[C@H]1COCCS(=O)(=O)N1Cc1ccccc1F	-2%	-14%	0	-1%	-9%	-1%	0%	-20%	-5%
CCc1ccc(N2CSC3=C(C#N)C(c4cccs4)CC(=O)N3C2)cc1 (stereo not drawn)	-6%	0%	-2	2%	-1%[11.6 µM]	-178%[0.0737 µM]	6%	-6%	22%
